# HIV fusion peptide: inhibitors of HIV fusion peptide binding, primary screen, biochemical, uHTS, fluorescence dequenching (AID 1986) | actives 0.3% (n = 290,000) | cell-free peptide binding, fluorescence dequenching, 30 min; higher % means a stronger effect | inhibition, % at 20 µM; hits with a dose series show IC50 in µM; in the data active means inhibition mostly above about 52%, no sharp cut-off; inactive means mostly below about 76%; further: some results filed as inactive read as strong as hits
# b-catenin transl: beta-catenin nuclear translocation modulation. nuclear translocation activity, % at 5 µM. actives 0.3% (n = 190,000). AID 1665. HeLa beta-catenin nuclear translocation, immunofluorescence imaging;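 active means nuclear translocation activity above 50% at 5 µM, with a well cell count of 50 or more; inconclusive means wells under 50 cells across six images, flagged as toxic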;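 further: per-cell ratio of nuclear to cytoplasmic median beta-catenin stain intensity; plate controls were DMSO negative control for no effect and GSK-3 inhibitor IX positive control for full effect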
#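 System: Human HeLa cells, endogenous beta-catenin | Compound dosing: 5 µM primary, 0.02–20 µM confirmation | Timing: 24 h compound exposure at 37°C, 5% CO2 | Measured by: Fluorescence imaging of beta-catenin antibody stain plus DAPI | Read-out basis: % activation of per-cell nuclear versus cytoplasmic median beta-catenin signal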
# Yfh1-depleted yeast: enhancers of respiration in Yfh1-depleted yeast, dose response, Friedreich's ataxia, plus single-dose screen (AID 1465) | fold induction at 50 µM; hits with a dose series show EC50 in µM | S. cerevisiae Yfh1-off respiration, WST-1 reduction, 72 h; higher fold induction means a stronger effect | actives 0.074% (n = 220,000);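 active means fold induction of absorbance versus untreated yeast above a set limit, then at least 30% activation at any dose in follow-up; inconclusive means repeats straddling the limit, or above it without dose testing; inactive means fold induction below the set limit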;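 further: activators that raise dye reduction in frataxin-depleted yeast; strong numbers were not always called active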
# AID2073: disruptors of CaV2.2 binding to Mint1 – biochemical, HTRF (AID 2073) | actives 0.19% (n = 290,000) | HTRF protein-protein interaction, Mint1-CaV2.2; higher % means a stronger effect | one-dose inhibition, % at 20 µM; IC50 in µM for titrated hits; in the data active means inhibition mostly above about 51%, no sharp cut-off; inconclusive means no clear call, values can overlap the other calls; inactive means mostly below about 53%; further: some results filed as inactive read as strong as hits
# Dynein transport: blocks dynein driven cargo transport along microtubules | AID 1381 | 3617.4 mouse cells, GR-EGFP nuclear translocation imaging; test concentration mostly 20 µM; stimulated with dexamethasone, 1 µM; stronger effect = lower value | actives 0.47% (n = 220,000) | z-score, hits read low;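 active means plate z-score of nuclear minus cytoplasmic receptor signal below a set negative limit, without overly bright fluorescence or cell loss, cut at about -3.5 in these data, passing the limit was not always enough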;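 further: z-score of nuclear minus cytoplasmic ring GR-EGFP intensity difference per well; some compounds called inactive have numbers as strong as hits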
#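 Buffer or medium: tetracycline-free induction medium containing charcoal-stripped FBS / Reagent: dexamethasone agonist, 1.0 µM final, for 30 min / Technique: automated 10x imaging of fixed Hoechst-stained cells / Times: induction 48 h, compound 1 h, agonist 30 min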
# WT yeast gro inh: growth inhibition of WT yeast, mitochondrial fusion screen; mitochondrial fusion phenotypic screen, WT strain; inhibition, % at 10 µM; actives 2.1% (n = 190,000); AID 1362; in the data active means inhibition above about 58%; tested in S. cerevisiae
# Autophagy mod: modulators of autophagy; actives 0.98% (n = 190,000); calls only at 10 µM (by protocol); MEF GFP-LC3 puncta imaging; test concentration mostly 10 µM; AID 463193;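 active means percentage of spot-positive cells more than 3 SD above its plate mean, without a fluorescence outlier flag or 80% toxicity; inconclusive means no clear call, values can overlap the other calls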;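 further: spot-positive cell cutoff set from DMSO-treated cells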
# Ins promoter up: MIN6 insulin promoter up-regulation; MIN6 insulin promoter-GFP reporter, high-content imaging; stronger effect = higher value; z-score at 5 µM; actives 0.3% (n = 190,000); AID 1625;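 active means z-score above 3 at 5 µM with at least 500 cells counted in the well; inconclusive means wells under 500 cells, flagged as cytotoxic or low count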
# MT stabilizer: microtubule stabilization, imaging screen. HeLa tubulin immunostaining HCS, 24 h; share of cells brighter than vehicle mean+2SD. % tubulin-high responders, % at 10 µM. actives 0.83% (n = 200,000);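 active means plate Z-score above 3 for both tubulin-high and condensed-nucleus cell shares, with cell loss under 80%, at 10 µM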;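 further: anti alpha tubulin signal scored within the nucleus-defined area of each cell; some results filed as inactive read as strong as hits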
# WT yeast gro inh mutant strain: recorded beside WT yeast gro inh, whose call it bears; inhibition, %; mitochondrial fusion phenotypic screen, mutant strain inhibition
# Dynein transport cytoplasmic EGFP: further read-out of Dynein transport, marked with its call; z-score; measured here: cytoplasmic GR-EGFP intensity; stronger effect = higher value
# Dynein transport nuclear GR-EGFP: second read-out of Dynein transport, no call of its own (marks repeat the call); z-score; measured here: nuclear GR-EGFP intensity;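 lower value marks the stronger effect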
# Dynein transport cell count: recorded beside Dynein transport, whose call it bears; z-score; measured here: cell count per field
# Ins promoter up cell count: further read-out of Ins promoter up, marked with its call; cell count; measured here: cytotoxicity, nuclei count;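 total cells summed across four imaged fields per well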
# b-catenin transl cell count 5 µM: second read-out of b-catenin transl, no call of its own (marks repeat the call); cell count; measured here: cell count, cytotoxicity flag
# MT stabilizer Hoechst-high %: further read-out of MT stabilizer, marked with its call; % Hoechst-high responders; measured here: nuclear condensation Hoechst responders;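 share of cells brighter than vehicle mean plus two SD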
# MT stabilizer cytotoxicity %: recorded beside MT stabilizer, whose call it bears; toxicity, %; measured here: cytotoxicity by cell density;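 0% = mean cell density of plate MIN control wells and 100% = no cells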
# Autophagy mod cell loss 18 h: recorded beside Autophagy mod, whose call it bears; toxicity, %; measured here: cell loss, nuclei count;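 cell loss after 18 h compound exposure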
# * marks the source's active call; other numbers are inactive results; i = inactive; ? = inconclusive; nt = no result given.
SMILES,HIV fusion peptide,b-catenin transl,b-catenin transl cell count 5 µM,Yfh1-depleted yeast,AID2073,Dynein transport,Dynein transport cytoplasmic EGFP,Dynein transport nuclear GR-EGFP,Dynein transport cell count,WT yeast gro inh,WT yeast gro inh mutant strain,Autophagy mod,Autophagy mod cell loss 18 h,Ins promoter up,Ins promoter up cell count,MT stabilizer,MT stabilizer Hoechst-high %,MT stabilizer cytotoxicity %
N#CC(C(=O)NC1CCCCC1)c1nc2ccccc2nc1N1CCN(c2ccccc2F)CC1 (stereo not drawn),5.8%,-2.2,1260,nt,20%,2.5,0.068,1.2,-2,7,7,i,5,nt,nt,6.7,2.2,15
Cn1cc([N+](=O)[O-])c(C(=O)Nc2ccc(C(=O)N3CCCCC3)cc2)n1,-1.7%,13,464,i,0%,0.0016,-0.12,0.17,-0.091,7,4,i,1,-0.22,1271,5.6,4.7,2.2
COc1ccc(NC(=O)c2ccccc2SC)c(OC)c1,-1.1%,-4.7,1152,i,10%,-0.21,-0.34,0.51,0.57,-16,-5,i,-8,0.87,1530,4.3,3.0,7.0
COc1ccc(C(=O)OCCN2CCCCC2)cc1,1.7%,0.3,869,i,5%,-0.44,-0.31,-0.13,0.44,3,-1,i,1,-0.1,1261,1.6,1.8,5.9
NC(=O)c1c(NC(=O)CN2CCCC2)sc2c1CCCC2,-1.7%,0.2,1005,i,-6%,-1,-0.25,-0.28,0.16,11,2,i,-5,0.11,1705,5.6,1.1,70
COc1ccc(OC)c(NC(=O)CSc2ccccc2)c1,-0.7%,0.4,1126,i,6%,0.15,0.099,0.47,1.3,2,-8,i,5,-0.56,1194,3.7,1.7,5.2
CNC(=O)c1nn(-c2ccc(C)cc2)ccc1=O,-0.7%,0.0,1106,i,2%,0.55,-0.23,-0.15,-0.044,-12,-9,i,7,-0.51,1781,0.6,1.5,11
CC(=O)c1cccc(NC(=O)COC(=O)c2cccc(N3C(=O)c4ccccc4C3=O)c2)c1,-0.6%,-0.4,981,i,16%,-0.43,-0.27,-0.47,0.23,10,8,i,28,0.55,1369,4.3,3.3,5.7
CCc1ccc(NC(=O)c2cc(-c3ccco3)on2)cc1,14%,-1.0,1112,i,5%,-0.36,-0.22,0.067,-0.27,3,11,i,-4,0.45,1026,2.0,2.8,15
Cc1cccc(C(=O)Nc2sc(-c3ccccc3)cc2C(=O)O)c1,48%,1.2,1244,i,40%,-0.19,-0.26,0.55,-0.48,nt,nt,nt,nt,0.03,1098,nt,nt,nt
CC1CCCC(NC(=O)C2CCN(S(=O)(=O)N3CCC4(CC3)OCCO4)CC2)C1C (stereo not drawn),-0.6%,-0.3,1353,nt,-2%,-0.0026,-0.2,0.02,0.23,-9,-14,i,4,0.09,1558,1.5,1.9,8.7
COC(=O)c1ccc(-n2c(C)cc(C(=O)COC(=O)CC3Sc4ccccc4NC3=O)c2C)cc1 (stereo not drawn),5.5%,1.1,951,i,11%,-0.41,-0.26,-0.66,0.37,41,0,i,-1,-0.03,1345,1.7,4.1,7.0
Cc1cc(/N=C/N(C)C)on1,3.1%,nt,nt,i,10%,0.89,-0.18,0.65,-0.29,-16,-7,i,4,-0.15,1275,2.4,1.4,4.3
COc1ccc(CCN2C(=O)C3C4C=CC(C5CC45)C3C2=O)cc1OC (stereo not drawn),-1.2%,3.5,834,i,-12%,-1,-0.14,-0.41,-0.54,-7,-13,i,7,1.2,1466,2.2,1.4,7.6
CCCn1c(-c2ccncc2)n[nH]c1=S,-2.5%,0.6,897,i,-8%,-0.3,-0.29,-0.098,1.1,-5,-8,i,6,0.42,1652,4.4,1.4,4.9
CC1=C(C(=O)N2CCOCC2)C(c2ccc(Cl)cc2)NC(=S)N1 (stereo not drawn),-0.1%,-3.1,1106,i,-35%,0.34,-0.025,0.39,-0.92,-5,-3,i,7,1.6,1523,2.4,2.3,7.8
CC1(C)CC(=O)C2=C(C1)N(Cc1cccnc1)C(=O)C2(NC(=O)C1CC1)C(F)(F)F (stereo not drawn),-0.6%,nt,nt,i,17%,-0.034,-0.21,0.11,1.3,9,-15,i,-7,nt,nt,2.0,0.6,24
CCc1cccc(C)c1NC(=S)N1CCCCC1c1cccnc1 (stereo not drawn),-1.3%,0.3,1226,i,18%,0.26,-0.25,0.67,-0.024,nt,nt,nt,nt,-0.11,996,nt,nt,nt
Cn1nc(OCCOc2ccccc2)ccc1=O,-0.6%,-3.6,921,i,-3%,0.39,-0.19,0.56,-0.001,27,-7,i,10,0.24,1199,1.9,1.5,4.3
CCCNC(=O)CSc1nc2ccccc2c(=O)n1CCC,2.1%,-4.2,1176,i,0%,0.66,-0.12,0.27,0.057,13,-7,i,15,-1.6,1340,2.2,1.6,1.6
COc1ccc(S(=O)(=O)N(CC(=O)NCc2ccco2)c2ccccc2)cc1OC,1.2%,-0.8,1051,i,5%,-0.6,-0.22,-0.25,0.46,5,6,i,-13,0.57,1983,2.4,2.4,3.5
COc1ccccc1N(Cc1ccccc1)S(=O)(=O)c1cccc(C(=O)O)c1,7.0%,2.5,942,i,0%,-0.43,-0.3,-0.61,0.64,-4,-23,i,12,0.41,1238,2.2,3.2,7.3
CCN1CCN(CC(O)COC(c2ccccc2)c2ccccc2)CC1 (stereo not drawn),-0.8%,0.8,982,i,-2%,-0.62,-0.22,-0.69,0.71,-15,5,i,-5,0.65,1154,4.6,2.8,6.9
NC(=O)Cn1nnc(-c2ccc(C(F)(F)F)cc2)n1,2.1%,nt,nt,i,8%,-0.21,0.02,0.34,0.58,-2,10,i,-5,1.5,1795,12,17,97
Cc1cc(Cl)c(S(=O)(=O)N2CCSCC2)cc1OCC(N)=O,-1.1%,nt,nt,i,1%,1.2,-0.27,0.6,0.1,-3,-11,i,-4,0.35,1270,1.2,2.1,2.6
# Other results
SMILES,HIV fusion peptide,b-catenin transl,b-catenin transl cell count 5 µM,Yfh1-depleted yeast,AID2073,Dynein transport,Dynein transport cytoplasmic EGFP,Dynein transport nuclear GR-EGFP,Dynein transport cell count,WT yeast gro inh,WT yeast gro inh mutant strain,Autophagy mod,Autophagy mod cell loss 18 h,Ins promoter up,Ins promoter up cell count,MT stabilizer,MT stabilizer Hoechst-high %,MT stabilizer cytotoxicity %
N#C/C(=C/c1ccc(Br)o1)C(N)=O,3.8%,-3.1,1207,i,7%,-0.32,-0.21,-0.21,-0.3,-6,-10,i,-5,0.74,1072,2.5,1.8,3.4
COCc1cc(C)nc(SCC[N+](C)(C)CC(=O)Nc2cccc(C)c2)c1C#N,1.0%,-3.3,1090,i,-7%,-0.86,-0.19,-0.52,0.76,-9,-5,i,-2,-0.35,1241,2.9,2.2,5.7
Cc1cc(C)n(-c2nc3c(c(=O)[nH]c(=O)n3C)n2CC(O)c2ccccc2)n1 (stereo not drawn),1.2%,nt,nt,i,29%,1.1,-0.22,0.92,0.89,16,16,i,0,0,1202,2.0,2.2,15
N#CCCN(Cc1ccccc1)C(=O)c1cccs1,-0.7%,-0.7,1359,i,-2%,-0.59,-0.28,-0.52,0.69,nt,nt,nt,nt,0.06,1267,nt,nt,nt
Cc1cccc2cc(/C=N/NC(=O)CN3CCOCC3)c(Cl)nc12,1.0%,-4.2,891,nt,-3%,-0.22,-0.047,0.36,-0.23,-1,2,i,10,-0.36,1636,2.7,3.0,16
COC1(OC)N=C(N)C2(C#N)C(c3ccc(F)cc3)C12C#N (stereo not drawn),0.7%,0.1,1073,i,2%,-1.6,-0.11,-0.29,0.44,23,8,i,23,0.81,1883,3.2,2.0,7.0
Clc1ccccc1-c1nc2ccccc2c2nncn12,-1.1%,-3.2,1079,i,-6%,-0.86,0.016,-0.23,0.88,-9,-10,i,6,0.12,914,0.9,0.6,4.3
O=C(c1ccccc1)C1Oc2ccccc2C2CC(c3cccs3)=NN12 (stereo not drawn),0.2%,-0.6,1019,i,14%,-0.2,-0.21,0.057,0.33,17,12,i,24,nt,nt,3.1,1.8,5.7
CSc1ccccc1NC(=O)c1noc2c1CCC2,12%,0.7,1009,i,?,-0.16,0.089,0.6,-1.3,22,16,i,-5,-0.29,1173,1.8,2.2,7.2
CN(C)S(=O)(=O)c1ccc(NC=O)cc1,1.3%,-0.2,1567,i,-2%,1.3,-0.12,0.32,-1.4,11,-31,i,11,-0.39,1538,2.9,2.2,0.5
COc1ccccc1NC(=O)CSc1nnc(-c2ccncc2)o1,-4.2%,-1.1,1055,i,0%,0.21,-0.13,0.48,-0.22,7,13,i,0,-0.11,1795,3.0,1.8,3.4
CC1(C)CC(=O)c2cc3c(nc2C1)CC(C)(C)CC3=O,0.4%,0.6,1016,i,-2%,0.38,-0.096,0.092,-0.33,-15,-15,i,1,0.16,1379,2.7,1.3,5.4
Cc1cc(C)n2c(Br)c(CSc3nc4ccccc4o3)nc2n1,1.3%,1.4,1371,i,-13%,0.72,-0.23,0.52,-0.065,3,13,i,-2,0.78,1601,3.4,2.0,11
